Neddylation inh – inhibitors of cullin neddylation, primary screen, biochemical, TR-FRET, uHTS, NAE and Ubc12. NEDD8-conjugating enzyme Ubc12 (Homo sapiens) + NEDD8-activating enzyme E1 regulatory …. calls only at 25 µM. 360,000 tested, 0.58% active. AID 651699, 2012; in the data active = inhibition above about 36%
E coli Lon inh – inhibitors of E. coli Lon protease, primary screen, biochemical, fluorescence polarization; P0A9M0; purified E. coli Lon protease; inhibition, % at 7.94 µM; 360,000 tested, 0.42% active; AID 602123, 2011; in the data active = inhibition above about 13%, passing the limit was not always enough;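 note: 0% = enzyme with probe and DMSO and 100% = no enzyme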
FAS TE block – FAS thioesterase domain inhibitors, primary screen, biochemical, fluorescence intensity, uHTS. Fatty acid synthase (Homo sapiens), P49327. recombinant FAS-TE, OMFH fluorogenic substrate, fluorescence endpoint. inhibition, % at 15 µM. 360,000 tested, 0.67% active. AID 602261, 2012;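 active = compounds whose normalised, plate-corrected inhibition of enzyme fluorescence in the single-dose primary screen is 50% or more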;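 note: 0% = DMSO with enzyme and 100% = substrate without enzyme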
NRP1-CendR mod – modulators of CendR peptide binding to NRP-1, primary screen, biochemical, fluorescence polarization, uHTS; FAM-RPARPAR peptide binding to NRP-1; inhibition, % at 25 µM; 360,000 tested, 0.85% active;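 active = inhibition or corrected inhibition above about 18%, plus a signal ratio from 0.5 to 1.5, limit read from the data, passing the limit was not always enough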; note: strong numbers were not always called active
Target sequence (O14786 whole entry, looked up): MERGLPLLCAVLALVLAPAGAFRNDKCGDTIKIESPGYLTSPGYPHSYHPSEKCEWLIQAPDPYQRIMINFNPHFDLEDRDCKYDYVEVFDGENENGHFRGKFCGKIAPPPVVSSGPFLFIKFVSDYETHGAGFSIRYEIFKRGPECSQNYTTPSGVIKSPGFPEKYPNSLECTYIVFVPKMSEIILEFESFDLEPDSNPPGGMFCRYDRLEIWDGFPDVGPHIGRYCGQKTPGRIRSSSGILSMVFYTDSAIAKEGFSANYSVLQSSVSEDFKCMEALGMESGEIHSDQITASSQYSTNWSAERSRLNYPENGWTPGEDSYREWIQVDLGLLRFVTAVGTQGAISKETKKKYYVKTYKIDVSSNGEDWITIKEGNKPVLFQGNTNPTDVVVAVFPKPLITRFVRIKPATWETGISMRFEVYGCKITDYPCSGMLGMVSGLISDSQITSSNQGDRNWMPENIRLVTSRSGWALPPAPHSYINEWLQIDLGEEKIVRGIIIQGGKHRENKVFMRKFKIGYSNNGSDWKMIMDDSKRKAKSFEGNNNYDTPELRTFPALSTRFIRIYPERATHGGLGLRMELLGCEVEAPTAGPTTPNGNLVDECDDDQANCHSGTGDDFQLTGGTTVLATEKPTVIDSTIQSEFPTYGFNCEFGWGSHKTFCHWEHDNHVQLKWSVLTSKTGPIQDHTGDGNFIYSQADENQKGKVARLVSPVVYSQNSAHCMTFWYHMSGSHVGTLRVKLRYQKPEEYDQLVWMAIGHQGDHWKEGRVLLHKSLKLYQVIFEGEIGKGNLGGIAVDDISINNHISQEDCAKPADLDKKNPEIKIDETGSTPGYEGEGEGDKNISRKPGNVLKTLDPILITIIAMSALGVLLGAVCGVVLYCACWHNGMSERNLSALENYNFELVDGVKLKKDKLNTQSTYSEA
MT1-MMP act inh – blockers of MT1-MMP proenzyme processing, primary screen, HT1080 RFP-PRO-GFP cells, GFP/RFP fluorescence; Matrix metalloproteinase-14 (Homo sapiens), P50281; GFP/RFP ratio fluorescence, overnight; percent of plate control window, DMSO zero; GFP/RFP ratio change, % at 20 µM; 360,000 tested, 0.061% active; AID 651647, 2012;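 active = GFP/RFP ratio change of at least 30% with cell ATP level not reduced by more than half and red fluorescence within 50% of control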; note: strong numbers were not always called active
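Assay system – RFP-PRO-GFP reporter HT1080 cells · Compound dosing – single dose of 20 µM compound, 1% DMSO final · Incubation – overnight compound exposure at 37 °C · Measure – GFP/RFP fluorescence ratio · Benchmarks – DMSO wells and RFP-L50D-GFP cells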
MsrA act – bovine MsrA enzyme activators, primary screen, biochemical, absorbance, HTS | 360,000 tested, 0.3% active | activation, % at 10.6 µM | AID 602163, 2012 | Methionine sulfoxide reductase A (Bos taurus) | purified bovine MsrA, absorbance read-out; in the data active = activation above about 7.5%;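 note: 0% = vehicle and 100% = reference activator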
MsrA inh – bovine MsrA enzyme inhibitors, primary screen, biochemical, absorbance, HTS | Methionine sulfoxide reductase A (Bos taurus) | purified bovine MsrA, absorbance read-out | inhibition, % at 15.5 µM | 360,000 tested, 0.75% active; in the data active = inhibition above about 4.5%;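 note: 0% = vehicle wells with enzyme and 100% = reference inhibitor wells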
SKN-1 inh – suppressors of acrylamide-induced Pgst-4::GFP reporter in worms, primary screen, SKN-1 inhibitor project, whole organism, uHTS, GFP/RFP fluorescence ratio, strain VP596. C. elegans VP596 Pgst-4::GFP/RFP ratio, 24 h. inhibition, % at 21.8 µM. 360,000 tested, 0.49% active. AID 624304, 2012;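 active = interference check ratio from 0.5 to 1.5 plus GFP to RFP signal ratio inhibition reaching or exceeding a fixed threshold, cut at about 30% in these data, passing the limit was not always enough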; note: some compounds called inactive have numbers as strong as hits
Rin1 Abl inh – inhibitors of Rin1-Abl protein binding, primary screen, biochemical, TR-FRET; inhibition, % at 7.35 µM; 360,000 tested, 0.4% active; in the data active = inhibition above about 5%, passing the limit was not always enough
* marks the source's active call; other numbers are inactive results; i = inactive; . = no result given.

Structure | Neddylation inh | E coli Lon inh | FAS TE block | NRP1-CendR mod | MT1-MMP act inh | MsrA act | MsrA inh | SKN-1 inh | Rin1 Abl inh
Cc1cccc2cc(C#N)c(SCC(=O)NCC3CCCO3)nc12 (stereo not drawn) | i | -3 | -3 | -15 | 2 | -6 | 1.4 | -20 | -5
CN1CCN(C(=O)c2cnn(-c3ccccc3)c2NC(=O)c2ccccc2)CC1 | i | -5 | -9 | 9 | 0 | 0 | 0.2 | 7 | 8
CCN(CC)c1ccc(NC(=S)NC(=O)C2CCC2)cc1 | i | -2 | 14 | -14 | -3 | -4 | -0.2 | 15 | -1
COc1cc(O)c(C(C)=O)c2c1C=CC(C)(C)O2 | i | 3 | 12 | -4 | -5 | -7 | -0.7 | -1 | 1
C=CCN1C(=O)/C(=C/c2cccs2)S/C1=N\S(=O)(=O)c1ccc(F)cc1 | i | 4 | 27 | -21 | -2 | -5 | -0.8 | 11 | 1
CCN(CC)CC(=O)N1c2ccccc2Sc2ccccc21 | i | -3 | 2 | 1 | -2 | -2 | -0.1 | 5 | -1
CCCNC(=O)c1ccc2nc(-c3ccccc3)c(-c3ccccc3)nc2c1 | i | -11 | 21 | -1 | 0 | -2 | 1.5 | 3 | 1
CN1CCN(S(=O)(=O)c2cccc(C(=O)N(Cc3ccccc3)c3ccccc3)c2)CC1 | i | 7 | -1 | 0 | . | -12 | 1.5 | -14 | 3
CN(C)c1ccc(C(c2ccc(N(C)C)cc2)c2ccc([N+](=O)[O-])cc2)cc1 | i | -1 | 26 | -12 | -3 | -8 | 1.3 | 1 | -2
O=C(CC1(O)C(=O)N(Cc2ccccc2Cl)c2ccccc21)c1ccco1 (stereo not drawn) | i | 2 | 13 | 7 | -1 | 0 | -0.2 | 12 | 1
CN(CC(=O)Nc1cccc(F)c1)C(=O)CN1c2cccc3cccc(c23)S1(=O)=O | i | -4 | -1 | 14 | 5 | 3 | 1.1 | 16 | 1
CCCCSCCCNC(=O)C1CCC(CNS(=O)(=O)c2ccccc2)CC1 (stereo not drawn) | i | -1 | 0 | 10 | -3 | 3 | -0.8 | -6 | 5
Cn1nc(-c2ccc(Cl)cc2)cc1NC(=O)CSCC(=O)O | i | 7 | -2 | -8 | 1 | -5 | -0.9 | -11 | 0
CCOC(=O)c1cc(-c2ccccc2C)nn1Cc1cc(CC)no1 | i | 14 | 27 | 4 | 2 | 4 | -1.0 | 18 | 0
CC(C)(C)c1ccc(OCC(O)CN2CCOCC2)cc1 (stereo not drawn) | i | -2 | -4 | 5 | 2 | -3 | -0.6 | 5 | 0
CCC(OC(=O)CN1C(=O)C(=O)c2ccccc21)C(=O)Nc1ccccc1OC (stereo not drawn) | i | 2 | 0 | -4 | -2 | -3 | 0.9 | -5 | 0
Cc1ccc(OCC(=O)N2CCN(S(=O)(=O)c3ccc4c(c3)OCCO4)CC2)c(C)c1 | i | -3 | 17 | 3 | 7 | -2 | -0.7 | 8 | 6
NNC(=O)c1ccc(O)cc1O | i | -13 | -8 | -8 | 3 | -2 | 0.9 | 15 | 0
COc1cccc(NS(=O)(=O)Cc2ccccc2)c1 | i | 1 | -3 | 7 | 1 | 0 | -0.2 | 2 | 3
CC(C)(CO)Nc1nc(Nc2ccccc2)nc(Nc2ccccc2)n1 | i | -15 | 4 | 5 | 4 | -1 | -0.1 | 2 | 2
OCCN(Cc1ccccc1)Cc1ccccc1F | i | -1 | -4 | 11 | -1 | -3 | 0.4 | -6 | -1
Cc1ccc2c(c1)nnn2C1CCN(CC(=O)Nc2ccccc2N2CCOCC2)CC1 | i | 0 | 29 | -2 | 3 | 2 | . | 18 | -4
COc1ccc(-c2ccc(CN3C(C(C)C)C(=O)N(Cc4cn(Cc5ccco5)nn4)CCS3(=O)=O)cc2)cc1 (stereo not drawn) | i | 5 | 15 | -12 | -1 | 1 | -1.1 | 4 | -1
CCCC[n+]1ccn(-c2nc3ccccc3nc2[N-]S(=O)(=O)c2ccc(C)cc2)c1 | i | -5 | -4 | 8 | -1 | -3 | 0.8 | -4 | -2
CC(Oc1ccc(F)cc1)C(=O)Nc1ccccc1C(=O)N1CCCCC1 (stereo not drawn) | i | -16 | 3 | -2 | -4 | 1 | -0.6 | 24 | -1

The listing continues.
Structure | Neddylation inh | E coli Lon inh | FAS TE block | NRP1-CendR mod | MT1-MMP act inh | MsrA act | MsrA inh | SKN-1 inh | Rin1 Abl inh
O=c1nc2ccccc2c2n1CC(CN1CCN(C(c3ccccc3)c3ccccc3)CC1)N2 (stereo not drawn) | i | -2 | 4 | -2 | . | -14 | -0.7 | 4 | 1
CCOCCCN1CC(C(=O)NCCc2ccc(C)cc2)CC1=O (stereo not drawn) | i | -6 | -10 | 6 | 2 | 1 | 0.6 | -5 | 2
CCOC(=O)c1sc(=NC(=O)/C=C/c2cccs2)n(C)c1C | . | -1 | -2 | 2 | -5 | -13 | 0.2 | -7 | -2
CCOC(=O)CSC1=C(C#N)C(c2ccccc2OC)CC(=O)N1 (stereo not drawn) | i | -5 | -5 | -14 | -7 | 0 | 0.0 | 5 | 0
CCOc1cccnc1Sc1ccccc1 | i | -3 | -2 | 0 | 3 | -3 | -1.7 | 3 | 0
Cc1ccc(NC(=O)c2ccc(NS(=O)(=O)/C=C/c3ccccc3)cc2)nc1 | i | 5 | 6 | 5 | 4 | -6 | 0.6 | -30 | 1
COc1cccc(C(=O)OCC(=O)NCCC2=CCCCC2)c1 | i | -11 | 3 | -3 | -1 | 0 | 0.6 | 17 | 0
CN(C)/C=C1\Cc2ccccc2C1=O | i | -5 | -4 | 9 | -1 | -4 | 0.1 | 0 | -4
C=C(C)CC1N(c2cccc(OC)c2)C(=O)[C@@H]2C(C(=O)O)[C@H]3C=C[C@@]12O3 (stereo partly drawn) | i | 5 | -6 | -4 | 6 | -1 | 0.0 | -8 | -1
O=C(Cn1cc[n+](CC(=O)c2ccc(Cl)cc2Cl)c1)c1ccc(Cl)cc1Cl | i | -5 | 18 | 8 | -3 | -3 | 0.0 | -23 | 1
C=CCc1ccc(OCC(O)CN2CCCCC2)c(OC)c1 (stereo not drawn) | i | 2 | -9 | -2 | -10 | -2 | -1.6 | 12 | -2
COc1ccc(OC)c(NC(=O)c2cc(S(=O)(=O)N(C)C)ccc2N2CCCC2)c1 | i | 3 | 6 | -1 | -3 | -3 | 0.7 | 10 | 1
O=C(COC(=O)c1cccc(O)c1)Nc1ccc(OC(F)F)cc1 | i | -20 | 12 | 8 | 1 | -10 | 0.5 | -4 | 0
COc1ccc(NC(=O)c2cccnc2SC)cc1S(=O)(=O)N1CCCCC1 | i | -11 | -4 | -4 | 5 | -3 | 0.7 | 3 | 2
CN(C)N1C(=O)/C(=C/c2ccco2)SC1=Nc1ccccc1 | i | 12 | 3 | -7 | -3 | -10 | 2.8 | -6 | 0
C[N+](C)(C)CCCNC(=O)c1ccc(/C=N/O)nc1 | i | 5 | -3 | 2 | -2 | -2 | 0.1 | 5 | 0
CCOC(=O)c1c(CN2CCOCC2)oc2ccc(OC(C)=O)cc12 | i | -9 | -4 | 6 | 7 | -3 | -0.6 | 13 | 2
Cc1ccc(C(=O)OCc2cc3ccccc3[nH]c2=O)cc1 | i | -4 | -8 | -4 | -1 | -9 | 0.4 | -1 | -38
CCCCn1c(NCCO)nc2ccccc21 | i | -10 | -6 | 4 | -1 | -5 | 0.3 | -17 | -1
CN1CCN(c2oc(-c3cccs3)nc2S(=O)(=O)c2ccccc2)CC1 | i | 6 | -10 | -5 | -7 | -9 | 0.3 | -14 | 0
Cc1cc(C)c(C(=O)c2ccc(C(=O)N3CCCCC3)cc2)c(C)c1 | i | -6 | 12 | 6 | 0 | -4 | -0.1 | -1 | 2
CCCCn1c(SCC(=O)Nc2nnc(CC)s2)nc2c1c(=O)n(C)c(=O)n2C | i | -4 | 2 | 7 | -25 | -4 | -0.7 | 1 | -2
O=C(COc1ccc2c(c1)OCO2)Nc1nncs1 | i | 1 | -2 | -8 | 1 | -2 | -0.2 | 4 | 1
Nc1c(C(=O)OCC(=O)Nc2cccc([N+](=O)[O-])c2)[nH]c(=O)[nH]c1=O | i | 14 | -1 | -18 | -4 | -1 | . | -18 | 1
CCOC(=O)c1nn(-c2ccc(Cl)cc2)c2nc(-c3ccc(C)cc3)c(C#N)c(=O)n12 | i | 0 | 17 | 3 | -5 | 1 | 0.7 | 7 | -2

(cont.)
Structure | Neddylation inh | E coli Lon inh | FAS TE block | NRP1-CendR mod | MT1-MMP act inh | MsrA act | MsrA inh | SKN-1 inh | Rin1 Abl inh
CCCn1c(SCC(=O)Nc2ccc(C)c(S(=O)(=O)N3CCOCC3)c2)n[nH]c1=O | i | 1 | -3 | -1 | -7 | -14 | -0.3 | 13 | -1
NC(=O)Cn1nc(-c2ccccc2)nc1-c1ccccc1 | i | -13 | -7 | -4 | 0 | -3 | -1.1 | -7 | -3
O=C(Nc1ccc(Cc2ccncc2)cc1)c1ccc(N2CCOCC2)c([N+](=O)[O-])c1 | i | -1 | 1 | 10 | 9 | -3 | 0.1 | -4 | 0
CC(Sc1nccn1C)C(=O)Nc1ccc(Cl)cn1 (stereo not drawn) | i | -1 | 0 | 6 | 2 | -3 | -1.5 | -6 | 5
Cc1ccc(NC(=O)Cc2sc(C)nc2-c2ccc(C)cc2)cc1 | i | 0 | -7 | -5 | 0 | -2 | -0.3 | 3 | -1
CC(Sc1nnc2ccccn12)C(=O)Nc1ncc(Cl)cc1Cl (stereo not drawn) | i | -5 | -2 | 14 | -4 | 0 | -1.1 | 2 | 0
CCCNC(=O)C1(C)CCCN(C(=O)c2c(C)noc2C)C1 (stereo not drawn) | i | 7 | -3 | -1 | -3 | -1 | 1.6 | -2 | 0
CCC(C)(C)NC(=O)CN(Cc1ccco1)C(=O)CCC(=O)Nc1nccs1 | i | -4 | -2 | 11 | 2 | -2 | -1.0 | -8 | -1
CC(=O)c1c(N2CCOCC2)nc(=S)n(-c2ccccc2)c1C | i | -8 | -9 | 4 | 2 | -2 | 0.4 | 5 | 0
CC1(C)Cc2c(sc3nc(NCCN4CCOCC4)n4ncnc4c23)CO1 | i | 5 | 0 | -11 | -1 | -4 | 0.8 | 7 | 2
Nc1nc(C23CC4CCC(CC(C4)C2)C3)cs1 | i | 1 | 3 | -2 | -6 | -4 | -0.3 | 5 | 1

Shown with two lines to a compound: entries from further up
Results follow in this order: Neddylation inh | E coli Lon inh | FAS TE block | NRP1-CendR mod | MT1-MMP act inh | MsrA act | MsrA inh | SKN-1 inh | Rin1 Abl inh
O=C(Nc1ccc(Cc2ccncc2)cc1)c1ccc(N2CCOCC2)c([N+](=O)[O-])c1
    i | -1 | 1 | 10 | 9 | -3 | 0.1 | -4 | 0
Nc1nc(C23CC4CCC(CC(C4)C2)C3)cs1
    i | 1 | 3 | -2 | -6 | -4 | -0.3 | 5 | 1
CC(Sc1nnc2ccccn12)C(=O)Nc1ncc(Cl)cc1Cl (stereo not drawn)
    i | -5 | -2 | 14 | -4 | 0 | -1.1 | 2 | 0
NC(=O)Cn1nc(-c2ccccc2)nc1-c1ccccc1
    i | -13 | -7 | -4 | 0 | -3 | -1.1 | -7 | -3

Screens from PubChem BioAssay.
